# Screening results as filed in PubChem BioAssay.
# FBA Mtb inh: inhibits M. tuberculosis FBA enzyme. purified M. tuberculosis FBA, fluorescence read-out. inhibition, % at 1 µM. 360,000 compounds, 2.3% hits; in the data active = inhibition above about 27%;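 also: 0% = vehicle and 100% = reference inhibitor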
# Target sequence (P9WQA3 whole entry, looked up): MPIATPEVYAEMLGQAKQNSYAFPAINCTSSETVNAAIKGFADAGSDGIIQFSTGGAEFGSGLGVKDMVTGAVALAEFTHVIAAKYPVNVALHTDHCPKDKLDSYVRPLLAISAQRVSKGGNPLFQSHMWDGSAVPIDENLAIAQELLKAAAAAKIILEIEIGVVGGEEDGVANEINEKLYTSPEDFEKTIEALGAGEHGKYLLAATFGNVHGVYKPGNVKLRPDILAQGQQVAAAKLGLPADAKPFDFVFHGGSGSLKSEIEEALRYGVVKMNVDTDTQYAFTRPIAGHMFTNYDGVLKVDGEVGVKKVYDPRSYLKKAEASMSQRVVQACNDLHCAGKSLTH
# GDH-TPI inh: GDH-TPI coupled enzyme inhibition counter-screen; GDH-TPI coupled enzyme counterscreen, NADH absorbance; inhibition, % at 4.8 µM; 360,000 compounds, 1.2% hits; AID 588335; in the data active = inhibition above about 30%;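 also: 0% = DMSO wells and 100% = wells lacking the enzyme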
# BH1578 lux ind: induces V. cholerae light production without autoinducers; activation, % at 18.7 µM; V. cholerae BH1578 lux reporter, luminescence, 6 h; AID 588436; 350,000 compounds, 0.16% hits; in the data active = activation mostly above about 9.7%, no sharp cut-off; inconclusive = no clear call, values can overlap the other calls; inactive = mostly below about 3.7%; also: not every result past the cut was called active; inactives centre near 0; reference of the scale not given here
# Mtb UGM inh: inhibitors of M. tuberculosis UDP-galactopyranose mutase | inhibition, % at 10 µM | purified UGM, fluorescence polarization probe displacement | P9WIQ1 | AID 504406 | 320,000 compounds, 0.06% hits; in the data active = inhibition above about 10%, passing the limit was not always enough; inconclusive = no clear call, values can overlap the other calls
# Target sequence (P9WIQ1 whole entry, looked up): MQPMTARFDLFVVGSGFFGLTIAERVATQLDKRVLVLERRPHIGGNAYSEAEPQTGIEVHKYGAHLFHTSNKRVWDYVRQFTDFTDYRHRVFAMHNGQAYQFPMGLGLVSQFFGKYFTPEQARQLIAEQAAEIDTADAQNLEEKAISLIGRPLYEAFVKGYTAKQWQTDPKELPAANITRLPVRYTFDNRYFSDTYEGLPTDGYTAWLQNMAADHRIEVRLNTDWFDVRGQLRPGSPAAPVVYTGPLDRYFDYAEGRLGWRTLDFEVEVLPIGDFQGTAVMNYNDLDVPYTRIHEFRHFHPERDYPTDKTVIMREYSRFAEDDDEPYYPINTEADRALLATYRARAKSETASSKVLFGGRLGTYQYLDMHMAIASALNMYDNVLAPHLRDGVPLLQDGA
# TcdB GH inh: blocks C. difficile toxin B glycohydrolase activity. P18177. TcdB glycohydrolase enzymatic assay, plate reader. inhibition, % at 9.99 µM. 350,000 compounds, 0.24% hits. AID 652162; in the data active = inhibition above about 10%
# PfHsp40 yeast: compounds rescuing yeast from Plasmodium falciparum HSP40 toxicity; S. cerevisiae expressing PfHsp40, growth rescue, ATP luminescence; growth rescue, % at 12.5 µM; 340,000 compounds, 0.68% hits; in the data active = growth rescue above about 28%, passing the limit was not always enough; inconclusive = no clear call, values can overlap the other calls;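 also: yeast W303a lacking pdr1 and pdr3 grown in galactose medium; growth measured after three days at 30 °C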
# BioA inh: blocks M. tuberculosis BioA enzyme activity; purified M. tuberculosis BioA enzyme, plate reader; inhibition, % at 9.99 µM; 360,000 compounds, 0.096% hits; in the data active = inhibition above about 40%; inconclusive = no clear call, values can overlap the other calls
# FadD28 binding: M. tuberculosis FadD28 bisubstrate binding inhibition; 360,000 compounds, 0.22% hits; FadD28 bisubstrate probe binding, fluorescence polarization; AID 588549; inhibition, % at 12.5 µM; in the data active = inhibition above about 8.5%, passing the limit was not always enough; inconclusive = no clear call, values can overlap the other calls
# Y pestis TopoI: inhibitors of Yersinia pestis topoisomerase I; AID 504884; 360,000 compounds, 0.064% hits; Y. pestis Topo-I cleavage product accumulation, plate reader; activity, % at 10 µM; in the data active = activity above about 50%, passing the limit was not always enough; inconclusive = no clear call, values can overlap the other calls; also: inactives centre near 2
# Active calls of the source: *; i = inactive; ? = inconclusive; nt = not tested or not shown; & = joins results of further samples.
SMILES,FBA Mtb inh,GDH-TPI inh,BH1578 lux ind,Mtb UGM inh,TcdB GH inh,PfHsp40 yeast,BioA inh,FadD28 binding,Y pestis TopoI
CCOc1cc(NS(=O)(=O)c2ccccc2)c(OCC)cc1NC(=O)c1ccco1,2,8,i,0.2,1.8,0.9,-3.3,1.6,-4
CCOc1ccccc1N1CCN(C(=O)c2cc(-c3cc(OC)ccc3OC)nc3ccccc23)CC1,12,6,i,-0.5,-1.1,31*,-1.4,0.2,37
CCN1CCCC1CNCc1ccc(OCc2ccc(Cl)nc2)c(OC)c1 (configuration not stated),1,-5,-0.2,1.0,0.2,-1.2,nt,-2.6,4
O=C1CSC(=Nc2cccc(Cl)c2Cl)N1Cc1cccnc1,-1,-7,0.7,4.2,8.3,0.7,nt,-0.9,10
Clc1ccc2nc(CSc3ncn[nH]3)cn2c1,1,-8,i,0.1,1.3,2.1,-0.9,0.3,-1
O=C(Nc1ccc(S(=O)(=O)Nc2cnc3ccccc3n2)cc1)c1ccc(Cl)cc1Cl,16,2,i,5.2,-1.9,nt,4.9,-1.9,-14
CC(C)Oc1cccc(OCCN2C(=O)c3ccccc3C2=O)c1,2,-4,-1.6,1.7,1.2,0.6,nt,-4.7,19
C[C@H](CO)N1C[C@H](C)[C@@H](CN(C)Cc2ccc3c(c2)OCO3)Oc2c(NC(=O)C3CC3)cccc2C1=O,9,7,-3.2,-1.6,1.1,8.3,4.3&3.7,-2.0,22
NC(=O)Cn1c(-c2nonc2N)nc2ccccc21,-9,-1,1.9,-0.9,1.2,-0.8,nt,-3.0,-11
CC1(C(=O)Nc2ccc3ccccc3c2)CCC(=O)N1CCc1c[nH]c2ccccc12 (configuration not stated),1,nt,nt,nt,1.2,nt,-1.5,-1.4,nt
C[C@@H]1C(=O)O[C@@H]2[C@H](O)C34[C@@H]5OC(=O)C3(O[C@H]3OC(=O)[C@H](O)C34[C@H](C(C)(C)C)[C@H]5O)[C@@]12O (some centres not stated),5,11,i,-1.8,0.4,-0.9,-1.2,-0.8,-1
COc1cc(CNCc2ccccc2)ccc1OCC(O)c1ccccc1 (configuration not stated),-1,0,i,-1.5,0.5,-0.8,0.2,-2.3,-7
COc1ccc(OC)c(S(=O)(=O)Nc2c(C)n(C)n(-c3ccccc3)c2=O)c1,-4,-5,-0.2,-0.8,0.4,-0.5,0.8,-3.4,5
Cc1onc(-c2ccccc2Cl)c1C(=O)NC1CCS(=O)(=O)C1 (configuration not stated),0,-9,-0.2,0.1,-0.2,-1.1,-1.3,-1.3,-3
O=C(NCCc1ccccc1)c1ccc2c(c1)N(Cc1ccccc1)C(=O)CS2=O (configuration not stated),2,-1,-0.4,-2.6,0.0,-1.8,1.8,-1.4,22
COC(=O)C1=C(c2cc3ccccc3s2)C[C@@H]2CC[C@H]1N2C(=O)N1CCC(O)CC1,0,7,-9.1,-0.7,0.8,0.7,-0.1,-3.4,23
O=C(Nc1ccc(C(=O)N2CCOCC2)cc1)C1CCC1,0,4,-1.3,nt,0.2,-1.2,-1.2,-3.6,5
CC1(C)C2CCC1(CS(=O)(=O)NCc1ccc(C(F)(F)F)cc1)C(=O)C2 (configuration not stated),2,5,-0.5,-0.8,1.5,2.1,0.6,-2.5,2
Cc1cc(/C=N\NC(=O)CC(=O)NC2CCCCC2)c(C)n1-c1ccc(Cl)cc1,1,2,0.1,0.8,-1.3,0.3,nt,1.5,28
CCOC(=O)N1CCC(Nc2ncnc3c2cnn3-c2ccc(Cl)cc2)CC1,3,-8,i,nt,3.1,-0.7,-2.0,-0.9,1
CCc1nc2ccc(C(=O)N3CCN(c4cccc(C(F)(F)F)c4)CC3)cc2nc1CC,0,9,-3.4,1.1,2.6,?,-0.6,-1.2,30
CN(C)c1ncnc2sc(-c3ccccc3)cc12,12,26,-0.5,-0.9,1.4,4.1,-0.4,0.3,35
CCOC(=O)N1CCN(C(=O)c2cc3c(s2)-c2ccc(Cl)cc2S(=O)(=O)C3)CC1,0,6,i,-1.7,0.3,-1.6,nt,-6.6,-6
CC1(C)CNc2cc([N+](=O)[O-])ccc2S1,-6,17,-0.2,0.5,-0.6,1.5,nt,0.7,0
COc1ccc(Br)cc1C(=O)CCC(=O)OCC(=O)Nc1cc(C(N)=O)cc(C(N)=O)c1,-1,-1,i,nt,2.4,-0.7,0.4,-6.8,5
CC1(C)CN2C(=S)N(c3ccccc3)C(c3ccccc3)N2C1 (configuration not stated),1,7,i,-2.1,nt,-0.3,0.6,-7.7,0
S=C1NNC2(NN1)C1CC3CC(C1)CC2C3,3,4,i,0.9,nt,-1.5,-0.8,-2.9,2
CC(C)OCCCNC(=S)Nc1ccc(S(N)(=O)=O)cc1,2,3,-0.4,2.1,1.2,-2.3,nt,0.3,-1
Cc1ccc(C(=O)Nc2ccc(N3CCOCC3)cc2N2CCOCC2)cc1,3,14,-0.1,-1.3,-0.4,-0.7,-0.5,-2.9,-9
Cc1ccccc1CN1CCN(C(=O)c2ccc(S(=O)(=O)NCc3ccco3)cc2)CC1,1,-6,i,-2.4,1.4,0.0,1.8,0.0,29

# A portion taken from the entries so far, as a working copy:
SMILES,FBA Mtb inh,GDH-TPI inh,BH1578 lux ind,Mtb UGM inh,TcdB GH inh,PfHsp40 yeast,BioA inh,FadD28 binding,Y pestis TopoI
CC1(C)CNc2cc([N+](=O)[O-])ccc2S1,-6,17,-0.2,0.5,-0.6,1.5,nt,0.7,0
COc1ccc(Br)cc1C(=O)CCC(=O)OCC(=O)Nc1cc(C(N)=O)cc(C(N)=O)c1,-1,-1,i,nt,2.4,-0.7,0.4,-6.8,5
CC1(C)CN2C(=S)N(c3ccccc3)C(c3ccccc3)N2C1 (configuration not stated),1,7,i,-2.1,nt,-0.3,0.6,-7.7,0

# An excerpt from above in order of heavy-atom count, descending.
SMILES,FBA Mtb inh,GDH-TPI inh,BH1578 lux ind,Mtb UGM inh,TcdB GH inh,PfHsp40 yeast,BioA inh,FadD28 binding,Y pestis TopoI
CCc1nc2ccc(C(=O)N3CCN(c4cccc(C(F)(F)F)c4)CC3)cc2nc1CC,0,9,-3.4,1.1,2.6,?,-0.6,-1.2,30
COC(=O)C1=C(c2cc3ccccc3s2)C[C@@H]2CC[C@H]1N2C(=O)N1CCC(O)CC1,0,7,-9.1,-0.7,0.8,0.7,-0.1,-3.4,23
Cc1ccc(C(=O)Nc2ccc(N3CCOCC3)cc2N2CCOCC2)cc1,3,14,-0.1,-1.3,-0.4,-0.7,-0.5,-2.9,-9
CC1(C)C2CCC1(CS(=O)(=O)NCc1ccc(C(F)(F)F)cc1)C(=O)C2 (configuration not stated),2,5,-0.5,-0.8,1.5,2.1,0.6,-2.5,2
CC1(C)CN2C(=S)N(c3ccccc3)C(c3ccccc3)N2C1 (configuration not stated),1,7,i,-2.1,nt,-0.3,0.6,-7.7,0
O=C(Nc1ccc(C(=O)N2CCOCC2)cc1)C1CCC1,0,4,-1.3,nt,0.2,-1.2,-1.2,-3.6,5

# (next part)
SMILES,FBA Mtb inh,GDH-TPI inh,BH1578 lux ind,Mtb UGM inh,TcdB GH inh,PfHsp40 yeast,BioA inh,FadD28 binding,Y pestis TopoI
CCCN1C(=O)/C(=C/c2ccccc2OCc2ccc(C(=O)O)cc2)NC1=S,-1,8,-0.1,2.8,-4.9,1.8,nt,-4.7,8
Cc1nn(-c2ccccc2)c(C)c1NC(=O)COC(=O)c1cc(Br)ccc1O,6,5,27,-0.7,-0.4,-1.0,-1.2,1.2,7
Cc1ccc(Oc2ccc(Oc3ccc(C)cc3)nn2)cc1,0,7,i,-0.3,nt,-0.3,-1.8,0.5,-4
O=C(CN(C(=O)c1csnn1)c1ccc(F)c(Cl)c1)NC1CCCC1,1,-1,i,-2.2,2.0,-0.6,0.8,0.2,-1
Cn1c(Cn2c(=O)sc3ccccc32)nnc1SCC(=O)NCc1ccc(F)cc1,4,-6,-0.6,-1.8,1.0,0.6,-0.7,0.4,2
COC(=O)c1sccc1NC(=O)c1cc(-c2ccc(C)cc2C)nc2ccccc12,3,5,-0.3,2.2,nt,0.6,-1.0,-0.4,-2
CCN(CC)CCCNC(=O)C(C)Sc1nc(-c2ccccc2)cc(C(F)(F)F)n1 (configuration not stated),-1,14,-0.7,1.1,1.0,0.0,-1.2,-0.3,-8
Cc1cc(C(=O)COC(=O)/C=C/c2ccco2)c(C)n1C,-5,9,1.9,0.8,-0.8,-0.8,-1.3,-2.3,6
COc1cccc(C(=O)NCCS(=O)(=O)N2CCC(C)CC2)c1,0,4,4.2,-1.8,3.0,1.0,-0.3,-3.1,5
Cc1ccccc1S(=O)(=O)N1C[C@H]2CON(C)[C@H]2C[C@H]1c1cccc(-c2ccccc2)c1,2,-18,i,nt,0.8,-1.4,0.1,-6.4,37
CC(=O)NCc1ccc(C(=O)CN2C(=O)NC3(CCCCC3C)C2=O)s1 (configuration not stated),0,2,-0.6,nt,1.6,0.9,nt,0.3,11
COc1ccc(S(=O)(=O)n2nc(OC(C)=O)cc2N(C(C)=O)C(C)=O)cc1,2,6,-5.9,-1.2,-6.8,?,-1.3,-2.5,7
NS(=O)(=O)c1ccc(Sc2ccccn2)c([N+](=O)[O-])c1,-2,-2,-0.4,0.2,0.7,-0.6,-0.9,-0.7,2
CN1CCCC2c3ccccc3CCC21 (configuration not stated),1,-5,-0.5,nt,1.8,nt,-0.2,-3.4,-2
Cc1ccc(NC(=O)NCCCN2CCCC2=O)cc1C,0,2,0.2,-1.1,1.1,-0.2,6.1,nt,11
O=C(CSCc1ccc(Br)cc1)NC1CC1,-2,-2,-0.3,-0.6,1.0,-1.5,-2.4,0.0,2
Nc1cc(-c2ccc(OC(F)(F)F)cc2)nn1-c1ccc(Cl)c(Cl)c1,1,2,-0.4,0.4,-1.1,nt,-0.9,-1.5,-5
COc1cccc(CCNC(=O)CCc2nnc(-c3cc(C)oc3C)o2)c1,1,0,i,-0.1,-1.0,-0.3,-1.4,0.4,30
CC[N+](C)(CC)CCCCOc1ccc2c(c1)C(=O)c1cc(OCCCC[N+](C)(CC)CC)ccc1-2,0,-11,i,0.1,0.9,2.0,-2.2,-2.6,-45
CCOC(=O)N1CCN(C(=O)CSCc2ccc(Br)cc2)CC1,-3,-2,-0.6,-0.3,-0.4,-0.1,nt,-0.8,8
O=C(CNC(=O)c1ccc(Br)o1)NCC1CCCCC1,0,-1,i,-2.9,1.1,2.2,1.1,nt,6
Cc1noc(C)c1COC(=O)c1cccc(N(C)C)c1,-4,2,-0.2,3.3,0.3,-0.5,nt,-0.6,1
C[C@@H]1COC(=O)[C@@H](Cc2ccc(F)cc2)C/C=C\C[C@@H](CC(=O)N(CCO)Cc2ccccc2)C(=O)N1,0,4,-0.8,0.9,0.3,0.1,1.0,-4.0,3
COc1ccccc1N1CCN(c2ccc3ccccc3n2)CC1,-1,4,i,4.9,0.8,0.1,-1.0,-4.7,10
CC(NC(=O)c1ccccc1)C(=O)Nc1ccccc1 (configuration not stated),-5,1,-0.8,nt,0.4,-0.6,-1.3,-4.3,7
CS(=O)(=O)N1CCC(C(=O)O)CC1,1,4,i,1.0,0.3,-0.1,-1.3,1.5,5
CN1CCc2c(n(CC(O)CN3C(=O)c4ccccc4S3(=O)=O)c3ccccc23)C1=O (configuration not stated),-1,2,i,nt,nt,0.2,0.0,-5.4,33
Cc1ccc(S(=O)(=O)NC(CC(C)C)C(=O)N2CCOCCOCCOCC2)cc1 (configuration not stated),1,1,-0.2,1.3,2.0,-0.3,-3.5,-0.4,-10
COc1ccc(NC(=S)Nc2cc(C)cc(C)n2)cc1OC,2,4,-3.4,-2.2,1.0,0.9,nt,-0.9,4
O=C(NC(c1ccc(-c2ccccc2)cc1)c1cnccn1)C1CCN(Cc2ccc(Oc3ccccc3)cc2)CC1 (configuration not stated),-2,-9,i,nt,-2.5,nt,-2.0,-5.4,32
CC(=O)OC1CCC2(/C=N/O)C(=CCC3C4CCC(=O)C4(C)CCC32)C1 (configuration not stated),-1,-17,-0.4,-0.1,-1.3,-0.6,1.2,-3.8,5
COC(=O)c1nc2nc(C)cc(=O)n2[nH]1,1,4,-13,-1.0,nt,0.0,0.2,-1.6,2
O=C(NCc1ccc(F)cc1)c1cccc2c1C(=O)c1ccc(N3CCOCC3)cc1S2(=O)=O,-16,13,-1.6,0.9,1.4,2.5,-5.1,-2.4,1
